High-throughput results as filed in PubChem.
FAS-TE inh – FAS thioesterase (human) inhibition; P49327; recombinant FAS-TE, OMFH fluorogenic substrate, fluorescence endpoint; inhibition, % at 15 µM; 0.67% of 360,000 active; AID 602261;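 active = compounds whose normalised, plate-corrected inhibition of enzyme fluorescence in the single-dose primary screen is 50% or more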;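 note: 0% = DMSO with enzyme and 100% = substrate without enzyme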
bovine MsrA act – activators of bovine methionine sulfoxide reductase A. purified bovine MsrA, absorbance read-out. activation, % at 10.6 µM. 0.3% of 360,000 active; in the data active = activation above about 7.5%;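 note: 0% = vehicle and 100% = reference activator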
TbMetRS inhib – Trypanosoma brucei MetRS inhibition | 0.4% of 360,000 active | purified T. brucei MetRS, ATP depletion, Kinase-Glo luminescence | inhibition, % at 11.9 µM;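 active = inhibition above a per-plate cutoff of the control wells' mean inhibition plus 3 SD, cut at about 5.5% in these data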;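 note: 0% = DMSO wells median and 100% = median of wells with control inhibitor compound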
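Material: T. brucei methionyl-tRNA synthetase, purified; reagent: substrates ATP, L-methionine and bulk Escherichia coli tRNA; dosing: 11.9 µM single point; timing: 15 min plus 2 h at 25 °C; detection: luminescence of leftover ATP; evaluation: % inhibition; control set: DMSO-only wells as low control; replicates: singlicate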
Rin1-Abl PPI inh – human Rin1-Abl interaction inhibition; P00519+Q13671; TR-FRET Rin1/Abl binding, biochemical; inhibition, % at 7.35 µM; 0.4% of 360,000 active; in the data active = inhibition above about 5%, passing the limit was not always enough
CSN deneddyl inh – inhibitors of human CSN-mediated cullin deneddylation. Q92905. AID 651999. 0.38% of 360,000 active. inhibition, % at 12.5 µM. Purified CSN, SCF-Nedd8-OG deneddylation, fluorescence polarization;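 active = pattern-corrected inhibition above about 35%, with an unprinted fluorescence ratio check between 0.5 and 1.5, limit read from the data, passing the limit was not always enough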;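 note: 0% = enzyme with substrate and 100% = substrate without enzyme; some results filed as inactive read as strong as hits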
Target sequence (Q92905 whole entry, looked up, one chain of several): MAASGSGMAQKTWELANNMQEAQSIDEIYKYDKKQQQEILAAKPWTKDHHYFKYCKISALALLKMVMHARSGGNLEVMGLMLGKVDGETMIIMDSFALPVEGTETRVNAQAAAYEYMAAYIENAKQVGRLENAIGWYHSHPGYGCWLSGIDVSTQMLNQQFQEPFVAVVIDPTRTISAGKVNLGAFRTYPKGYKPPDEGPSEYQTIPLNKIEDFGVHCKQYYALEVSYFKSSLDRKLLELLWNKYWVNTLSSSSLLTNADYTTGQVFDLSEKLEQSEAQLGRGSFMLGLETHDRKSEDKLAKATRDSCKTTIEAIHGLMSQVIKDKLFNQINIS
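Assay system: purified human Csn5 enzyme expressed in HEK293T cells; Input: 0.24 nM Csn5 enzyme, final concentration; Reagent: 10 nM SCFSkp2-Nedd8OG; Compound dosing: 12.5 µM single point; Times: reaction 90 min, room temperature; Technique: fluorescence polarization readout.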
MLLE-PAM2 inh – inhibitors of microRNA-mediated deadenylation, human PABP1 MLLE binding; P11940; GST-MLLE / FITC-PAM2 fluorescence polarization; inhibition, % at 20 µM; 0.36% of 360,000 active; in the data active = inhibition above about 35%, passing the limit was not always enough;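 note: plate controls were DMSO wells with GST-MLLE for no effect and wells lacking GST-MLLE protein for full effect; some results filed as inactive read as strong as hits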
E coli Lon inh – inhibits E. coli Lon protease; inhibition, % at 7.94 µM; 0.42% of 360,000 active; purified E. coli Lon protease, fluorescence polarization; in the data active = inhibition above about 13%, passing the limit was not always enough;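 note: 0% = enzyme with probe and DMSO and 100% = no enzyme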
Neddylation inh – cullin neddylation inhibition. P61081+Q13564. TR-FRET cullin neddylation, biochemical. calls only at 25 µM. 0.58% of 360,000 active. AID 651699; in the data active = inhibition above about 36%
Target sequence (P61081 whole entry, looked up): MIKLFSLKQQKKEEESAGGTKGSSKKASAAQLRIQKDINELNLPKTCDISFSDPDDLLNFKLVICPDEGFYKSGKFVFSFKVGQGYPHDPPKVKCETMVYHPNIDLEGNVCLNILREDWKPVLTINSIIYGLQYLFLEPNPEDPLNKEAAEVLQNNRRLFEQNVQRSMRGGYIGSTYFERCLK
Target sequence (Q13564 whole entry, looked up): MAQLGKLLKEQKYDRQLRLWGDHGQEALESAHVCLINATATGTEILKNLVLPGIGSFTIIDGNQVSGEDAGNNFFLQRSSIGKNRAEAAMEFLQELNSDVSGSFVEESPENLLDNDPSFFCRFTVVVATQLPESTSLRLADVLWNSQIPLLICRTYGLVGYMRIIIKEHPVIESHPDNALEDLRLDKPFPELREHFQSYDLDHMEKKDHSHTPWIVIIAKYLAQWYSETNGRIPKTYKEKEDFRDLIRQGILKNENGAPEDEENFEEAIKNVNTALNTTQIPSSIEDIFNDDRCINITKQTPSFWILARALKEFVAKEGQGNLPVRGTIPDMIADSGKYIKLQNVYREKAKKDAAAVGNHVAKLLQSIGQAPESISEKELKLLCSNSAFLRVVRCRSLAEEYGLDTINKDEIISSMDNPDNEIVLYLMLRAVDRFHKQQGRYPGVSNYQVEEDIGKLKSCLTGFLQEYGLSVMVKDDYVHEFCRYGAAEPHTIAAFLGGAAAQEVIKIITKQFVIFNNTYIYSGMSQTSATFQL
MsrA inh – inhibits bovine methionine sulfoxide reductase A; purified bovine MsrA, absorbance read-out; inhibition, % at 15.5 µM; AID 651718; 0.75% of 360,000 active; in the data active = inhibition above about 4.5%;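 note: 0% = vehicle wells with enzyme and 100% = reference inhibitor wells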
Active calls of the source: *; i = inactive; / = not tested or not shown; + = active, no number.

SMILES	FAS-TE inh	bovine MsrA act	TbMetRS inhib	Rin1-Abl PPI inh	CSN deneddyl inh	MLLE-PAM2 inh	E coli Lon inh	Neddylation inh	MsrA inh
COc1cc(Cl)c(CN2CCCC(CO)(Cc3cccc(Cl)c3)C2)cc1OC (configuration not stated)	5	-2	0.0	2	2	-5	-4	i	-1.0
CC(C)Cn1c(SC(C)C(=O)Nc2ccc(N3CCOCC3)cc2)nc2ccccc21 (configuration not stated)	13	-2	-0.2	-3	1	-49	-6	i	0.6
CCOC(=O)NC(Nc1ccc(C)cn1)(C(F)(F)F)C(F)(F)F	-7	-4	0.0	1	-6	1	2	i	-1.0
C(=C\c1nnc(-c2cccs2)o1)/c1ccccc1	14	-9	-1.1	-1	0	-3	-3	+	2.0
CCOc1ccc(NS(=O)(=O)c2ccc3[nH]cc(C(=O)NCCOC)c(=O)c3c2)cc1	3	-6	0.4	2	1	-10	-3	i	0.0
CC(C)Cc1nc(N2CCOCC2)c(C#N)c2c1COC(C)(C)C2	8	0	-0.6	2	-5	-2	3	/	-0.5
C=CCN(Cc1nc(-c2ccc(OC)cc2)no1)C(=O)c1ccc2c(c1)OCO2	13	-2	-0.5	0	1	0	-1	i	-0.1
Cc1c(Cl)cccc1NC(=O)CCC(=O)N/N=C/c1ccc[nH]1	-10	-4	0.5	-1	-5	-2	6	i	0.4
COC(=O)c1ccc(NC(=O)CCN2CCOCC2)cc1	-6	-3	-0.8	0	0	4	1	i	0.5
COC(CNC(=O)C1CC(=O)N(CCc2ccccc2)C1)OC (configuration not stated)	-7	-2	-0.2	2	-1	-6	-6	i	0.7
COc1cccc(NC(=O)CN2C(=O)COc3ccc(S(=O)(=O)N4CCC(C)CC4)cc32)c1	61*	-1	0.1	1	2	-1	-4	i	1.6
CCOC(=O)C(=O)Nc1ccccc1C(=O)OCC	-6	-8	-0.7	4	-2	-6	8	i	-1.4
Cc1ccc2oc(=O)c3cc(C(=O)NCCCN4CCCC(C)C4)sc3c2c1 (configuration not stated)	-7	-1	-0.7	-5	3	5	-9	i	1.1
Cc1noc(/C=C/c2ccco2)c1S(=O)(=O)N1CCC(C(=O)N2CCc3ccccc3C2)CC1	21	-6	0.6	-3	25	-23	-7	i	/
O=[N+]([O-])c1cc(S(=O)(=O)N2CCOCC2)ccc1N1CCNCC1	-156	-3	-0.1	0	-7	-11	1	i	0.5
Cc1ccc(C(O)c2ncc(-c3ccccc3Cl)[nH]2)cc1F (configuration not stated)	1	-2	0.6	-1	12	-1	1	i	-1.6
O=C(NCCNC(=O)c1ccc(Cl)cc1Cl)c1ccccn1	-2	-2	0.8	0	2	-14	5	i	-0.4
COc1ccc(NC(=O)COCC(=O)Nc2ccc(C)cc2)cc1	3	-12	-3.4	1	-2	2	1	i	1.4
CC[C@]1(C(=O)OC)[C@H]2C(=O)N(C)C(=O)[C@H]2[C@H]2CN=C(SC)N21	-11	-4	-0.3	-2	4	-1	4	i	-1.3
CNC(=O)CC1C(=O)N(c2ccc(OC)cc2)C(=S)N1NC(=O)c1cccc(F)c1 (configuration not stated)	-4	-10	-1.4	0	-1	-2	2	i	0.8
Cc1ccc(NC(=O)c2sc3nc4c(c(-c5ccco5)c3c2N)CCC4)cc1	18	-8	-1.9	2	10	-9	-17	i	2.2
Cc1cc2c(c(=O)o1)C(c1ccc([N+](=O)[O-])o1)C(C#N)=C(N)O2 (configuration not stated)	-16	-4	0.1	7	0	14	-4	i	0.5
Cc1ccc(NS(=O)(=O)c2cccc(C(=O)O)c2)c(C)c1	-9	-3	0.5	0	3	2	-3	i	-0.1
CC(=O)NC(Cc1c[nH]c2ccccc12)C(=O)NCCc1ccccc1 (configuration not stated)	-5	-4	-1.5	3	3	1	-3	i	-0.6
COc1ccc(NC(=O)COC(=O)Cn2cnc3ccccc3c2=O)cc1OC	-7	-3	0.1	-3	5	7	5	i	-1.5
New compounds follow.
SMILES	FAS-TE inh	bovine MsrA act	TbMetRS inhib	Rin1-Abl PPI inh	CSN deneddyl inh	MLLE-PAM2 inh	E coli Lon inh	Neddylation inh	MsrA inh
CC(C)[C@H](NC(=O)c1ccccc1)C(=O)O	-6	-3	-0.2	1	9	1	-6	i	-0.2
O=C(CCC(=O)Nc1ccccc1Cl)NNC(=O)c1ccco1	-11	-2	0.1	1	-4	5	2	i	0.6
Cc1cc(C)c(C#N)c(SCC2COc3ccccc3O2)n1 (configuration not stated)	35	3	0.7	3	-8	-4	2	i	0.5
O=S(=O)(Nc1ncnc2sc3c(c12)CCC3)c1ccc(Cl)s1	-7	-15	-0.6	-1	9	-1	0	i	-0.7
CCCCNC(=O)c1nc(-c2cc3ccccc3[nH]2)oc1-c1ccccc1	/	/	-0.6	/	1	/	/	/	1.7
CN(c1ccccc1)S(=O)(=O)c1cccc(C(=O)NNC(=O)c2ccncc2)c1	-8	-1	0.1	3	-2	-2	-1	i	0.8
Cc1cc(C)n(CC(=O)c2cccc(N)c2)n1	-2	-12	-1.6	1	1	-1	-10	i	1.3
CCOC(=O)c1c(C)[nH]c(C)c1S(=O)(=O)NCc1cc(C)ccc1C	3	-4	-0.1	0	1	7	-6	i	0.4
CCN1C(=O)C(CC(=O)Nc2ccc(OC)cc2)N(Cc2ccco2)C1=S (configuration not stated)	9	-4	0.4	1	-16	11	4	i	-0.8
Cc1ccc(C)c(/C=N/Nc2ccccn2)c1	0	-2	0.2	-3	-2	-7	0	i	4.0
CCOC(=O)c1c(NC(=O)c2ccc(C)cc2)sc2c1CC(C)(C)OC2	20	-2	-1.4	-3	0	28	10	/	0.0
COc1ccc(NC(=O)CCCn2nc(C)c3c(C)n(-c4ccccc4)nc3c2=O)cc1	-4	-2	-0.5	-2	-2	6	0	i	0.1
CSc1nc(-c2ccco2)nn1C(=O)c1cccs1	29	-6	-0.9	3	0	-5	-1	i	-0.8
Cc1cc(O)c(C(=O)/C=C/c2ccc(Cl)cc2)c(=O)o1	1	-1	-0.3	-1	19	-53	-49	i	1.9
Cc1cc2nc(-c3cccc(Br)c3)c(Cc3ccsc3)n2c(C)c1Br	4	-15	-1.6	/	-2	/	9	i	0.2
Cc1ccc(Oc2nc3c(c(=O)n(Cc4ccccc4F)c(=O)n3C)n2C)cc1	16	-4	-0.2	-8	1	7	2	i	0.5
CNC(=O)COC(=O)/C=C/c1nc2ccccc2s1	-7	-8	-1.1	1	-1	-14	7	i	1.9
CCOC(=O)C1CCN(c2nc3ccccc3nc2C(C#N)C(=O)OC(C)COC)CC1 (configuration not stated)	20	-2	-0.6	-1	4	-5	-9	i	-0.2
CCCCN(C)CCNC(=O)Cn1ncc2c(=O)oc3ccc(C)cc3c21	1	0	0.4	3	5	-6	4	i	0.7
CCCOc1ccc(-c2nnn(CC(=O)N3CCC(C)CC3)n2)cc1	13	1	-0.1	-1	-3	2	-15	i	-0.6
Cn1cc([N+](=O)[O-])c(C(=O)Nc2ccc3c(c2)OCCO3)n1	-6	-1	-0.8	1	1	8	-4	i	0.2
CCN(C(=O)COc1ccc(C)cc1OC)c1cccc2ccccc12	4	-3	-0.3	4	3	2	6	i	3.2
CC(C)Sc1nnc(CNC(=O)C23CC4CC(CC(C4)C2)C3)n1C1CCCCC1	4	-3	-0.5	-4	-1	-95	-2	i	0.1
COc1cc2sc(-c3ccc(S(C)(=O)=O)cc3)c(C(=O)NCc3ccc(C)o3)c2cc1OC	-5	-5	-0.2	-1	3	0	-2	/	3.8
O=C(COc1ccc2ccc(=O)oc2c1)N1CCN(c2ccccc2)CC1	49	-3	0.6	0	4	-11	-7	/	1.4
Carrying on.
SMILES	FAS-TE inh	bovine MsrA act	TbMetRS inhib	Rin1-Abl PPI inh	CSN deneddyl inh	MLLE-PAM2 inh	E coli Lon inh	Neddylation inh	MsrA inh
CN1CCc2c(sc3nc(SCC(N)=O)n(-c4ccc(Cl)cc4)c(=O)c23)C1	-3	-14	-1.3	-2	21	-129	-31	i	3.4
CC(C)(C)c1ccc(C(=O)N2CCNC(=O)C2CC(=O)Nc2ccc(F)cc2)cc1 (configuration not stated)	14	-6	-0.2	2	0	-1	12	i	-1.6
O=C(OCC(=O)N1CCCC1)c1cc([N+](=O)[O-])ccc1Cl	10	-1	0.4	-2	2	-3	-6	i	0.9
Cn1ncc2c(c(SCc3ccc(Cl)cc3Cl)nn2C)c1=O	4	-1	0.3	-1	4	31	-2	i	-0.4
O=C1CN(C(=O)/C=C/c2ccco2)c2ccccc2N1	-2	-3	0.1	-2	2	-16	-8	i	2.6
O=C(CCC(=O)Nc1nnc(C2CCCCC2)s1)NCc1cccs1	-3	-4	-0.3	-2	-2	0	-1	i	-1.6
COc1ccc(S(=O)(=O)N2CCCCCC2)cc1NC(=O)c1ccccc1S(C)(=O)=O	-7	0	-0.2	4	-4	-24	-11	i	-0.1
O=C(Cn1cncn1)N/N=C/c1ccccc1O	-7	-3	-0.6	-3	0	-3	-8	/	1.0
CN1CCCC1(C)C(=O)NCc1ccc(F)cc1Cl (configuration not stated)	-5	-2	-0.3	1	-8	4	-1	i	-0.9
O=C(c1ccc(F)cc1)c1c[nH]c(C(=O)NCc2ccco2)c1	-3	-5	0.3	1	2	-1	-1	i	0.5
Cn1cc(/C(Cc2ccccc2)=N\O)c2ccccc21	-31	1	-0.7	2	1	-6	2	i	-0.7
CN(CC(=O)Nc1ccc(Cl)cc1)C(=O)CCc1c[nH]c2ccccc12	4	0	34*	-3	2	3	1	i	-0.3
N#Cc1cc2cc3c(cc2nc1NCCNC(=S)NCCCN1CCOCC1)OCO3	1	-1	-0.5	-6	4	-68	-6	/	0.6
CC(=O)N1N=C(c2ccc([N+](=O)[O-])cc2)CC1c1ccccc1Cl (configuration not stated)	24	0	-0.1	0	-2	7	4	i	4.1
COC(=O)c1sc(NC(=O)c2ccoc2C)nc1C	-8	0	-0.4	3	5	0	-2	i	1.2
Cc1ccc(CS(=O)(=O)CCC(=O)NCCN2CCCC2)cc1	-4	-4	-0.9	3	2	0	-18	i	0.4

In another format: 10 of the compounds above.
canonical_smiles | FAS-TE inh | bovine MsrA act | TbMetRS inhib | Rin1-Abl PPI inh | CSN deneddyl inh | MLLE-PAM2 inh | E coli Lon inh | Neddylation inh | MsrA inh
CN1CCc2c(sc3nc(SCC(N)=O)n(-c4ccc(Cl)cc4)c(=O)c23)C1 | -3 | -14 | -1.3 | -2 | 21 | -129 | -31 | i | 3.4
CC(C)(C)c1ccc(C(=O)N2CCNC(=O)C2CC(=O)Nc2ccc(F)cc2)cc1 (configuration not stated) | 14 | -6 | -0.2 | 2 | 0 | -1 | 12 | i | -1.6
O=C(OCC(=O)N1CCCC1)c1cc([N+](=O)[O-])ccc1Cl | 10 | -1 | 0.4 | -2 | 2 | -3 | -6 | i | 0.9
Cn1ncc2c(c(SCc3ccc(Cl)cc3Cl)nn2C)c1=O | 4 | -1 | 0.3 | -1 | 4 | 31 | -2 | i | -0.4
O=C1CN(C(=O)/C=C/c2ccco2)c2ccccc2N1 | -2 | -3 | 0.1 | -2 | 2 | -16 | -8 | i | 2.6
O=C(CCC(=O)Nc1nnc(C2CCCCC2)s1)NCc1cccs1 | -3 | -4 | -0.3 | -2 | -2 | 0 | -1 | i | -1.6
COc1ccc(S(=O)(=O)N2CCCCCC2)cc1NC(=O)c1ccccc1S(C)(=O)=O | -7 | 0 | -0.2 | 4 | -4 | -24 | -11 | i | -0.1
O=C(Cn1cncn1)N/N=C/c1ccccc1O | -7 | -3 | -0.6 | -3 | 0 | -3 | -8 | / | 1.0
CN1CCCC1(C)C(=O)NCc1ccc(F)cc1Cl (configuration not stated) | -5 | -2 | -0.3 | 1 | -8 | 4 | -1 | i | -0.9
O=C(c1ccc(F)cc1)c1c[nH]c(C(=O)NCc2ccco2)c1 | -3 | -5 | 0.3 | 1 | 2 | -1 | -1 | i | 0.5
